SENP7 block: SENP7 protease inhibitors, primary screen, biochemical, luminescence, uHTS. Sentrin-specific protease 7 (Homo sapiens), Q9BQF6. recombinant SENP7, Z-RLRGG-aminoluciferin luminescence, 40 min. inhibition, % at 5 µM. 330,000 tested, 1.5% active;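 active = inhibition above about 50% at the single test dose, limit read from the data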;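 also: plate controls were DMSO with enzyme for no effect and no enzyme buffer wells for full effect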
Target sequence (Q9BQF6 706-1050 limits assumed): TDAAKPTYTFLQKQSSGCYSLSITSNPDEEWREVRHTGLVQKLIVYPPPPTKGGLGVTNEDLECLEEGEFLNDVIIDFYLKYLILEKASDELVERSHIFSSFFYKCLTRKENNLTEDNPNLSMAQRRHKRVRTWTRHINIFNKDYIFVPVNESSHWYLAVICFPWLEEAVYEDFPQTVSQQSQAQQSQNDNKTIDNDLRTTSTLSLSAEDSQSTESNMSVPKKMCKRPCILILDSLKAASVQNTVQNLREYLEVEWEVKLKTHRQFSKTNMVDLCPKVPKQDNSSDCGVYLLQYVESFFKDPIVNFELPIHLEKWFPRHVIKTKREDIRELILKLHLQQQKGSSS
SENP1 inh: human SENP1 catalytic domain inhibitors, primary screen, biochemical, FRET, uHTS | recombinant SENP1 catalytic domain, CyPet-SUMO1-YPet FRET cleavage | inhibition, % at 10 µM | 360,000 tested, 0.21% active;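 active = inhibition at least 30% at 10 µM, raw YFP signal under a set limit, fluorescence ratio 0.5 to 1.5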;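 also: 0% = enzyme with DMSO and 100% = no enzyme wells; some results filed as inactive read as strong as hits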
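Material: hSENP1 catalytic domain, recombinant; medium: Tris pH 8 with BME, BSA, NP40 and catalase; compound: single concentration of 10 µM compound, 0.5% DMSO final; technique: FRET read of cyan and yellow fluorescence; timing: 50 min enzyme reaction, room temperature, light-protected; reagent: SFCypet-SUMO1-SFYpet substrate at 25 nM; control set: no-enzyme low, enzyme-DMSO high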
APOBEC3G inh: APOBEC3G DNA deaminase inhibitors, primary screen, biochemical, fluorescence, single-stranded DNA substrate, uHTS; DNA dC->dU-editing enzyme APOBEC-3G (Homo sapiens), Q9HC16; recombinant A3G, ssDNA deamination FAM/TAMRA fluorescence; inhibition, % at 20 µM; 330,000 tested, 0.28% active; AID 493012, 2011;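 active = inhibition of at least 40% at 20 µM, with no more than 30% in the related APOBEC3A deaminase screen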;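 also: plate controls were DMSO wells with A3G for no effect and wells lacking A3G enzyme for full effect; some compounds called inactive have numbers as strong as hits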
Target sequence (Q9HC16 whole entry, looked up): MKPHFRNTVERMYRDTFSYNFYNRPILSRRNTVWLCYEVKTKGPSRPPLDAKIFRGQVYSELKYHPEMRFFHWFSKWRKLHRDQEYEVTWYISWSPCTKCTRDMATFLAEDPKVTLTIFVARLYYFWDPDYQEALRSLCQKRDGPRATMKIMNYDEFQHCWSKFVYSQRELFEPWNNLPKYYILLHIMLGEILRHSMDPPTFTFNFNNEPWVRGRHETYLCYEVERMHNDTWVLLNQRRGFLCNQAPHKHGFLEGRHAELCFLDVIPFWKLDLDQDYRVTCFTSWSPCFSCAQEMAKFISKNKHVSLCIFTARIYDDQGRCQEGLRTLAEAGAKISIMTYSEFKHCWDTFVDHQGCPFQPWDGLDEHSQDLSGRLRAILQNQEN
SENP8 block-1: human SENP8 protease inhibitors, primary screen, biochemical, fluorescence, Nedd8 protein substrate, uHTS. Sentrin-specific protease 8 (Homo sapiens), Q96LD8. recombinant SENP8. inhibition, % at 20 µM. 360,000 tested, 0.64% active. AID 602440, 2012; in the data active = inhibition mostly above about 40%, no sharp cut-off; inactive = mostly below about 27%
Apaf-1 inh: inhibitors of human Apaf-1 apoptosome, primary screen, biochemical, DEVD-Rh110 fluorescence, uHTS; inhibition, % at 20 µM; 330,000 tested, 0.71% active; AID 489030, 2010; reconstituted apoptosome caspase-3 activity; active = inhibition of at least 40% at 20 µM;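 also: plate controls were DMSO wells for no effect and DEVD-CHO caspase inhibitor wells for full effect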
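System: reconstituted apoptosome with Apaf-1, cytochrome c, caspase-9, procaspase-3, dATP; Signal: Rh110 fluorescence intensity; Schedule: 30 min compound preincubation, 50 min activation, room temperature; Reagent: cytochrome c trigger plus (Z-DEVD)2-Rh110 caspase-3 substrate.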
UBC13 inh: UBC13 polyubiquitin chain formation inhibitors, primary screen, biochemical, TR-FRET, uHTS. inhibition, % at 20 µM. 330,000 tested, 0.47% active. AID 485273, 2010; in the data active = inhibition above about 45%, passing the limit was not always enough
Target sequence (P61088 whole entry, looked up): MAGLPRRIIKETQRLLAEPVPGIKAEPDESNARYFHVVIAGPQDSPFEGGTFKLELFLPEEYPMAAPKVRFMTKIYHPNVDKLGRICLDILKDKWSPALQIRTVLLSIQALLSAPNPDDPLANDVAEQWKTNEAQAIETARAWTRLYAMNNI
SENP6 inh: SENP6 protease inhibitors, primary screen, biochemical, luminescence, uHTS | Sentrin-specific protease 6 (Homo sapiens), Q9GZR1 | Recombinant SENP6 catalytic domain, aminoluciferin luminescence | inhibition, % at 10 µM | 330,000 tested, 1.8% active | AID 2599, 2010;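 active = inhibition above about 50% at the single tested dose, limit read from the data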;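 also: plate controls were DMSO wells with enzyme for no effect and DMSO wells lacking enzyme for full effect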
SENP8 block-2: SENP8 protease inhibitors, primary screen, biochemical, luminescence; Sentrin-specific protease 8 (Homo sapiens), Q96LD8; purified SENP8, Z-RLRGG-aminoluciferin cleavage; inhibition, % at 10 µM; 330,000 tested, 1.2% active; AID 2540, 2010; in the data active = inhibition above about 50%
The depositor's hits bear a star. This is a random part of the collection, and some 3.6% of all compounds hit somewhere here.

SMILES	SENP7 block	SENP1 inh	APOBEC3G inh	SENP8 block-1	Apaf-1 inh	UBC13 inh	SENP6 inh	SENP8 block-2
COc1ccc(-c2csc(/C(C#N)=C\c3ccc(OC)c([N+](=O)[O-])c3)n2)cc1	1	-25	-5	-138	6	9	5	10
Cc1cccc(C(=O)NNC(=O)c2ccccc2-n2cccc2)c1	-4	0	-7	-5	4	-1	-3	-5
COc1ccccc1NCCC(=O)OCC(=O)NC1CCCCC1	5	-1	-8	15	1	0	-22	-1
CCOC(=O)c1c(N)sn(-c2ccccc2)c1=S	-2	-1	2	18	-2	-3	-3	1
CN(C)S(=O)(=O)c1cccc(NC(=S)NN=C(Cc2ccccc2)Cc2ccccc2)c1	-5	0	-1	9	-3	-16	-11	-13
O=C(NCc1nnc(SCC(=O)N2CCOCC2)o1)c1cccs1	-6	1	2	6	3	-15	-3	4
CC(O)c1cc2c(s1)c1cnn(Cc3ccccc3F)c(=O)c1n2C (stereo not drawn)	-4	0	-9	2	16	14	-33	-12
Cc1ccc(S(=O)(=O)N(Cc2ccccc2)c2ccccc2C(=O)NCc2ccco2)cc1	-12	3	0	2	21	-5	-15	-7
Cc1c(F)cccc1NS(=O)(=O)c1ccccc1C#N	5	3	0	3	-3	9	-2	-4
O=C(O)c1ccccc1/C=N/NC(=O)C1CCCC1	-3	3	-4	4	2	1	-16	-8
COc1ccc(-c2cn[nH]c2-c2ccc(OCc3ccc([N+](=O)[O-])cc3)cc2O)cc1OC	3	1	-1	12	10	-7	-11	-4
CC(=O)Nc1ccc(NC(=O)CSc2nnnn2C2CCCCC2)cc1	-6	3	2	8	0	-7	3	-13
CN1CCN(c2ccc(S(=O)(=O)N3CCOCC3)cc2NC(=O)COc2ccc(F)cc2Cl)CC1	-8	-1	-4	-40	8	1	-18	10
COc1ccc(C(=O)N/C(=C/c2ccco2)C(=O)NCc2ccco2)cc1	-6	-6	-13	-6	10	-9	-19	4
Cc1cccc(NC(=O)CSc2cccc3cccnc23)c1C	-4	0	-3	-437	-11	14	20	-6
COc1cc(NC(=O)c2cc([N+](=O)[O-])ccc2NC(=O)CNC2CCCCC2)cc(OC)c1	2	1	-6	22	32	0	-14	3
Cc1cc(C)n2nc(S(=O)(=O)NCCc3ccccc3)nc2n1	0	1	-2	10	-8	4	8	8
O=C(CSc1nnc(CNC(=O)c2cccs2)o1)Nc1ccc2c(c1)OCO2	-3	1	-2	28	-2	-12	3	-6
O=C(Nc1nnc(SCc2ccc(F)cc2)s1)c1ccccn1	1	-1	-8	-120	13	-30	31	-7
Cc1cc(C)nc(SCC(=O)Nc2ncc(Cc3cccc(Cl)c3Cl)s2)n1	0	3	-9	2	18	15	-27	-3
CCNc1nc(NCC)n2c(SCC(=O)Nc3ccccc3)nnc2n1	-9	3	-2	17	7	-11	-6	-5
Cc1nc(C)c(-c2ccc(SCc3ccc(Cl)cc3)nn2)s1	0	1	-5	5	22	4	-6	9
O=C(CCN1C(=O)c2ccccc2C1=O)Nc1ccccc1C(F)(F)F	-2	-1	-10	16	-6	4	-7	-1
CCCOc1ccc(/C(O)=C2/C(=O)C(=O)N(CCN(C)C)C2c2ccncc2)cc1 (stereo not drawn)	1	-3	-4	11	-11	3	8	-3
Cc1cc(/C=N/NC(N)=S)c(C)n1-c1ccc(Cl)cc1	-3	-2	-5	-15	18	-28	-14	-5
O=C(NCCCCc1ccccc1)C1CC(c2ccccc2C(F)(F)F)=NO1 (stereo not drawn)	1	1	-6	20	12	10	-11	-6
Cc1ccccc1N1CCN(c2ncnc3c2cnn3Cc2ccc(Cl)cc2)CC1	-11	0	-4	29	14	-9	-14	-12
CCc1ccc(-n2c(=O)c3c(C)c(C)sc3n(CC(=O)NCC3CCCO3)c2=O)cc1 (stereo not drawn)	1	1	0	25	-2	13	9	0
O=C(O)CSCC(=O)N1CCN(c2cc(C(F)(F)F)nc3ccccc23)CC1	-4	1	-4	13	1	-6	-34	-11
O=C(COc1ccc(S(=O)(=O)NC2CCCCC2)cc1Cl)Nc1ccc2c(c1)OCO2	5	0	2	17	7	1	-1	4
Cc1ccccc1OC(C)C(=O)Nc1ccc(S(=O)(=O)N2CCCC2)cc1 (stereo not drawn)	2	0	-6	1	25	1	-2	6
Cc1nc(Cl)c2c(n1)NC(=O)CO2	4	1	-3	24	-7	2	0	3
CCOc1ccc(NS(=O)(=O)c2ccc(NC(=O)c3ccccc3C(=O)O)cc2)cc1	9	3	7	-6	1	3	9	-1
Cc1nc(-c2ccc(F)cc2)c(CC(=O)NCC(=O)Nc2ccc(F)c(F)c2)s1	-9	-8	-6	-8	12	-5	-14	-7
O=C(COc1ncnc2ccccc12)N1CCOCC1	-2	-1	-5	20	-6	5	-13	0
CC1CCCN(C(=O)CCNC(=O)c2ccccc2Cl)C1 (stereo not drawn)	16	1	-8	8	12	-1	-3	1
COCc1cc(C)nc(SCc2ccccc2Cl)c1C#N	0	5	-4	13	6	9	14	1
Cc1ccccc1/C=C\c1nc2ccccc2c(=O)[nH]1	85*	1	-4	-74	13	-15	76*	69*
Cc1cc(C)n(-c2nc3ccccc3s2)n1	42	2	-9	5	-7	4	-3	39
CCOc1ccccc1C(=O)Nc1ccc(NC(=O)c2ccccc2)cc1	4	1	-4	4	8	-5	-13	-25
O=C(O)C1CC(O)CN1C(=O)c1ccco1 (stereo not drawn)	-7	1	-3	11	3	-2	-8	-1
COc1ccc(CCNC(=O)C2CCN(S(=O)(=O)N3CCC4(CC3)OCCO4)CC2)cc1OC	4	2	0	6	0	-7	13	1
COC(=O)C1[C@H]2SC(C)(C)C(C(=O)OC)N2C(=O)N1Cc1nc2ccccc2s1 (stereo partly drawn)	4	-5	-1	15	11	1	2	9
Cc1[nH]oc(=O)c1N=Nc1ccc2[nH]c(=O)[nH]c2c1	36	-12	-6	18	-5	-36	-3	-22
CCn1c(SCC(=O)Nc2ccc(C(=O)OC)cc2)nc2cccnc21	-9	0	0	1	-6	8	-10	2
COc1cccc2cc(C(=O)NCCC3=CCCCC3)c(=O)oc12	-8	-3	-10	-106	18	-8	22	-14
COc1ccc(NC(=O)CSc2ccc(-c3ccccn3)nn2)cc1OC	-5	1	-3	1	1	1	4	-4
C/C(=N\NC(=O)Cc1cc(=O)[nH][nH]1)c1cccc([N+](=O)[O-])c1	24	1	-2	14	51*	-19	43	5
O=C(NCCN1CCCOC1=O)C(=O)NCCN1CCCOC1=O	7	2	7	9	8	1	1	-3
COc1ccc(-n2c(=S)[nH]c3cc(C(=O)NCCCN4CCCC4=O)ccc3c2=O)c(OC)c1	-7	0	-4	13	6	1	10	-5
Cc1ccc(S(=O)(=O)N2CCOCC2)cc1NC(=O)COC(=O)c1ccccc1OCc1c(C)noc1C	4	1	-6	23	-2	-2	8	-3
COc1ccc(NC(=O)Cc2cccc(F)c2)cc1S(=O)(=O)Nc1ccccc1Cl	-8	-1	-7	16	10	-1	-1	-5
S=C1NC(C23CC4CC(CC(C4)C2)C3)=CC(c2ccc3c(c2)OCO3)N1 (stereo not drawn)	-11	2	1	-49	19	-1	-24	-7
CC1(C)OC(=O)C(=Cc2ccc(-c3ccc(S(N)(=O)=O)cc3)o2)C(=O)O1	3	-5	40*	-71	-1	-7	-8	-1
O=C(O)c1ccc(S(=O)(=O)N2CCC(c3nc(-c4ccccc4Cl)no3)CC2)cc1	-1	2	0	16	3	-9	-4	-2
Cc1ccc(C)c(OCCC(=O)OCC(=O)Nc2cc(S(=O)(=O)N3CCOCC3)ccc2C)c1	-1	-1	-12	1	16	-1	-1	7
Cc1ccc(C(=O)O/N=C\c2ccc(N3CCCCC3)c([N+](=O)[O-])c2)cc1	-6	8	-5	48*	1	-14	-13	3
CC1CCN(S(=O)(=O)c2cccc3cccnc23)CC1	0	1	-13	11	-3	3	2	4
O=C(CSCc1cc(=O)n2ccsc2n1)Nc1ccc(F)cc1	8	-1	-3	0	-9	8	-9	6
CCc1c(C(=O)NCc2ccccc2Cl)[nH]c(C)c1C(C)=O	-6	-1	-6	35	2	-1	-6	-7
The results go on:
SMILES	SENP7 block	SENP1 inh	APOBEC3G inh	SENP8 block-1	Apaf-1 inh	UBC13 inh	SENP6 inh	SENP8 block-2
Cc1ccc(C(=O)OC(C)C(=O)Nc2ccc(Cl)cn2)s1 (stereo not drawn)	-4	3	-6	1	1	9	-1	10
CCN(C(=O)CSc1nnnn1-c1ccc(Cl)cc1)C1CCS(=O)(=O)C1 (stereo not drawn)	7	1	-1	-2	6	3	-4	-1
CCOC(=O)C1(Cc2cccc(OC)c2)CCN(Cc2ccc(OC)c(OC)c2)CC1	-4	2	-10	6	5	3	-13	-12
Cc1c(Cl)cccc1NC(=S)N(CCN(C)C)C(C)c1ccccn1 (stereo not drawn)	-2	3	-2	9	-2	-1	-6	-1
Cn1c(NC(=O)c2ccco2)cc(=O)n(C)c1=O	0	2	-5	22	-9	-4	-24	7
CC(c1ccc(F)cc1)n1c(-c2cccs2)n[nH]c1=S (stereo not drawn)	1	-1	23	-155	-10	11	11	4
CN(CC(=O)Nc1ccccc1Br)CC(=O)Nc1ccccc1-c1ccccc1	-4	2	-8	12	16	-1	-9	-10
Cc1ccc(/C=C2/Sc3ccccc3N(CC(=O)NCC3CCCO3)C2=O)cc1 (stereo not drawn)	8	-2	-6	-9	12	10	-2	-11
CCOC(=O)N/N=C/c1cn(Cc2ccc(Cl)cc2)c2ccccc12	1	4	-2	6	-2	3	8	5
COc1cc2ccccc2cc1C(=O)Nc1ccc(NC(=O)c2cccs2)cc1	-5	-3	-5	-105	10	-11	-39	-5
COc1ccc(S(=O)(=O)Nc2ccc(NC(C)=O)cc2)cc1OC	7	2	-9	13	-23	-8	-6	-1
CCOc1cc(C(=O)Nc2ccc(S(=O)(=O)N3CCOCC3)cc2)cc(OCC)c1OCC	-3	1	-5	6	-3	-7	-1	-3
CCOC(=O)c1cc(-c2ccc(F)cc2)n(CCC(=O)NC2CCN(Cc3ccccc3)CC2)c1C	-9	-1	1	19	14	3	-14	-7

From PubChem
